# hcGAS inh: Primary biochemical luminescence assay for human cyclic GMP-AMP synthase inhibitors. Q8N884. recombinant h-cGAS, ATP depletion, Kinase-Glo luminescence. inhibition, % at 12.5 µM. actives 0.081% (n = 290,000);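 also: 0% = vehicle reaction and 100% = reaction without DNA for no activity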
# Target sequence (Q8N884 whole entry, looked up): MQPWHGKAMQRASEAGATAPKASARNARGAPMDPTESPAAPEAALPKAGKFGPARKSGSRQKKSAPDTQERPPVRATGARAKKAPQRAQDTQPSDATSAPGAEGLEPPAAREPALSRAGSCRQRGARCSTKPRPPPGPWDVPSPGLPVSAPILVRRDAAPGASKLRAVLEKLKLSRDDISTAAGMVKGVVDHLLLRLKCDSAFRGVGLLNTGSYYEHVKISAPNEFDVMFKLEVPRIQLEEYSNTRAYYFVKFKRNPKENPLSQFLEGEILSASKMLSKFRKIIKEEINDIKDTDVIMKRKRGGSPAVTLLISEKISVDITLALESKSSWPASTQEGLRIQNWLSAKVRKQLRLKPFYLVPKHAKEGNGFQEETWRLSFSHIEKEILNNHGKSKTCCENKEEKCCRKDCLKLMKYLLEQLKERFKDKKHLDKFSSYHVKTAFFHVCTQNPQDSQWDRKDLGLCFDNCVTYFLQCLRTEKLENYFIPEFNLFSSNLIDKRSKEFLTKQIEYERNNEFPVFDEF
# mcGAS inh: cyclic GMP-AMP synthase inhibitors, mouse, primary biochemical chemiluminescence; inhibition, % at 12.5 µM; AID 1259399, 2018; recombinant cGAS, Kinase-Glo ATP depletion luminescence; Q8C6L5; actives 0.15% (n = 160,000);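 also: 0% = negative control wells and 100% = reference inhibitor with no enzyme activity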
# NPYLR7 ag: agonists of mosquito NPYLR7 receptor, primary screen, cell-based, Aedes aegypti, calcium fluorescence, mosquito biting behavior; Aedes aegypti neuropeptide Y-like receptor 7 (NPYLR7); actives 0.15% (n = 270,000); AID 1259423, 2018; activation, % at 10 µM; HEK293T NPYLR7/Galpha15, GCaMP6s calcium fluorescence; in the data active = activation above about 40%;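 also: 0% = vehicle and 100% = reference agonist at the receptor; some compounds past the cut are filed as inactive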
# Numbers without * were called inactive; · = no result given; & = joins results of further samples. Rule as the data show it, unless noted: active = inhibition above about 40%; inactive = the rest. The order is random. Share with any hit: about 0.29%.
1	COCCN1CCN(c2cc(Oc3ccc(Cl)c(C)c3)ncn2)CC1
2	Nc1ccc(N2CCCC2)c(C(=O)NCc2ccccc2)c1
3	Cc1cccc(-n2nc(C)cc2NC(=O)C2CCCO2)c1 (stereo not given)
4	CC1CN(c2nc3c([nH]2)c(=O)n(C)c(=O)n3C)CC(C)O1 (stereo not given)
5	CCn1cc(C(=O)N2CCN(C(=O)COC)CC2)c2nn(-c3ccccc3)c(=O)c-2c1

compound no.,1,2,3,4,5
hcGAS inh,4,-4,-5,-4,-9
mcGAS inh,1,·,·,·,-7
NPYLR7 ag,-1,3,0,4,2

6	COc1ccc(CN2CCN(Cc3cnc(N4CCCC4)s3)CC2CCO)c(F)c1 (stereo not given)
7	CCCCN(Cc1ccco1)C(=O)C1CCN(c2ncccn2)CC1
8	CC(Sc1nc(-c2ccco2)nc2ccccc12)C(=O)N1CCOCC1 (stereo not given)
9	O=C(CCn1nnc2ccccc21)NCc1cnn2ccccc12
10	COc1cccc(OC)c1-c1ccc(C(=O)NC2CCCCC2)o1

compound no.,6,7,8,9,10
hcGAS inh,-5,-6,-9,-7,-3
mcGAS inh,-11,-17,·,-16,·
NPYLR7 ag,18,-3,1,-2,9

11	COc1ccc(N2C(=O)CSC2c2ccc(SC)cc2)cc1 (stereo not given)
12	CSc1ccccc1NC(=O)C1(C)CCN1C(=O)Cc1ccc(C(C)(C)C)cc1 (stereo not given)
13	Cn1ccc(NC(=O)C2(c3ccc(F)cc3)CCCCC2)n1
14	CC(C)S(=O)(=O)c1ncc(CN2CCc3ccccc3C2)n1CCc1ccccc1
15	CC1CN2C(=O)CN(C(=O)c3cccc4c3-c3ccccc3C4=O)CC2c2ccccc21 (stereo not given)

compound no.,11,12,13,14,15
hcGAS inh,-6,7,-9,-4,-5
mcGAS inh,·,-1,-6,·,-6
NPYLR7 ag,-4,1,6,22,35

16	CCCN1C(=O)C(=Cc2ccc(OCC3CCCO3)cc2)SC1=S (stereo not given)
17	CNC(=O)[C@@H]1C[C@H](N)CN1Cc1ccc(-c2nc3ccccc3n2C)o1
18	Nc1cc(-c2cccc(C(F)(F)F)c2)nn1-c1ccc(C(=O)N2CCC[C@H]2C(=O)OCc2ccccc2)cc1
19	Cn1cc(-c2cc3cnc(Nc4cccc(O)c4)cc3n2Cc2ccccc2)cn1
20	CN1CC2(CCCN(C(=O)c3cccc4nccnc34)C2)OC1=O (stereo not given)

compound no.,16,17,18,19,20
hcGAS inh,-1,-4,-3,-8,-4
mcGAS inh,-7,-8,·,-6,·
NPYLR7 ag,8,15,-7,-1,3

21	Cn1c(CN2CCCCC2c2ccccn2)cc2cc(F)ccc21 (stereo not given)
22	O=C1CCc2cc(S(=O)(=O)NCCC(c3ccccc3)c3ccccc3)cc3c2N1CC3
23	Oc1ccc(-c2cc(NCc3cccnc3)nc3[nH]ccc23)c(F)c1
24	O=c1c2ccccc2ncn1CCS(=O)(=O)NC1CCSc2ccc(Cl)cc21 (stereo not given)
25	CC(C(=O)Nc1cc(F)ccc1F)N1CCN(C(=O)c2ccco2)CC1 (stereo not given)

compound no.,21,22,23,24,25
hcGAS inh,1,-5,-4,-4,-4
mcGAS inh,·,·,·,-5,·
NPYLR7 ag,20,10,3,2,-4

26	CCCSc1nc(C)c(C(=O)Nc2ccccc2)c(-c2ccc(OC)cc2)c1C#N
27	CCc1nc2n(n1)CCCC2Nc1nc(C2CC2)no1 (stereo not given)
28	CCCNC(=O)N(CC(=O)N1CCc2sccc2C1COc1ccc(C(C)C)cc1)Cc1ccco1 (stereo not given)
29	CC(C)CCOC(=O)c1ccc(N2C(=O)c3ccccc3C2=O)cc1
30	Cc1[nH]n(-c2ccccc2)c(=O)c1N=Nc1ccc2c(c1)OCCO2

compound no.,26,27,28,29,30
hcGAS inh,-7,2&1,-4,-8,-6
mcGAS inh,·,·,-7,-7,-7
NPYLR7 ag,-3,10&1,-3,0,-2

31	CCSc1nc(-c2ccccc2)nc2c1Cc1c(CO)cnc(C)c1O2
32	CC1(C)CC(=O)C2=C(C1)N=C1SCCC(=O)N1C2c1ccc(C(F)(F)F)cc1 (stereo not given)
33	CN(C)C(=O)CCCC(=O)NC1(c2ccc(F)cc2)CCOCC1
34	CN(CC(COc1cccc2ccccc12)OC(=O)c1ccccc1Br)C1=NS(=O)(=O)c2ccccc21 (stereo not given)
35	Cc1ccc(C(=O)N(C)C)cc1NCC(=O)N1CCCCCCC1

compound no.,31,32,33,34,35
hcGAS inh,-14,-5&5,4,-3,-8
mcGAS inh,-9,·,-5,-4,-9
NPYLR7 ag,10,-6&-5,-3,-5,9

# Grouped by structure: the compounds so far with a Cl atom.
1	COCCN1CCN(c2cc(Oc3ccc(Cl)c(C)c3)ncn2)CC1
24	O=c1c2ccccc2ncn1CCS(=O)(=O)NC1CCSc2ccc(Cl)cc21 (stereo not given)

compound no.,1,24
hcGAS inh,4,-4
mcGAS inh,1,-5
NPYLR7 ag,-1,2

# Going on with the list.
36	O=C(NNc1ncccn1)C1(c2ccc3c(c2)OCO3)CCCCC1
37	CCCCc1ccc(C(=O)Nc2nnc(SCC(=O)OCC)s2)cc1
38	COCc1cnc2c(c1SCC(=O)Nc1ccc(C)cc1C)c(=O)n(C)c(=O)n2C
39	CN(Cc1ccc(C(N)=O)cc1)C(=O)Cc1ccccc1Cl
40	O=C(CC(=O)NC12CC3CC(CC(C3)C1)C2)NCC1CC(=O)N(C2CC2)C1 (stereo not given)

compound no.,36,37,38,39,40
hcGAS inh,-7,-3,-5,3,0
mcGAS inh,-16,-3,-7,·,·
NPYLR7 ag,1,-2,4,-1,8

41	Cc1ccc(-c2nc(CN3CCNC(=O)C3Cc3ccccc3)c(C)o2)s1 (stereo not given)
42	CC(C)C(C(=O)NC1CCc2[nH]c3cc(Cl)cc(Cl)c3c2C1)c1ccccc1 (stereo not given)
43	COc1ccc(N(C)S(=O)(=O)c2ccc(OC)c(N3CCN(C(=O)c4cccc5ccccc45)CC3)c2)cc1
44	CCCSCC(=O)Nc1ccc(F)cc1NC1CC1
45	O=C(Cc1cccc(F)c1)NCc1cccc(-n2cccn2)c1

compound no.,41,42,43,44,45
hcGAS inh,-8,-3,-11,1,0
mcGAS inh,·,-2,-7,·,-8
NPYLR7 ag,27,32,24,-4,-2

# Filtered by structure, the entries above with a CF3 group (2)
18	Nc1cc(-c2cccc(C(F)(F)F)c2)nn1-c1ccc(C(=O)N2CCC[C@H]2C(=O)OCc2ccccc2)cc1
32	CC1(C)CC(=O)C2=C(C1)N=C1SCCC(=O)N1C2c1ccc(C(F)(F)F)cc1 (stereo not given)

compound no.,18,32
hcGAS inh,-3,-5&5
mcGAS inh,·,·
NPYLR7 ag,-7,-6&-5

# The list continues.
46	COc1cn(CC(=O)Nc2cccc3ccccc23)c(CSc2ncccn2)cc1=O
47	COc1cc(C(=O)Nc2c(C)nn(C)c2C)ccc1OCc1cscn1
48	CCC(NC(=O)Nc1ccc(-n2cncn2)nc1)c1ccc(C)cc1 (stereo not given)
49	CC(C)CCCC1CN(C(=O)c2ccccc2N2CCOCC2)CCO1 (stereo not given)
50	CCCc1cc(C(=O)N2CCC3(CC2)CC3C(=O)NCCc2cccc(OC)c2)no1 (stereo not given)

compound no.,46,47,48,49,50
hcGAS inh,-9,-6,-12,-10,-5
mcGAS inh,-9,·,·,·,-9
NPYLR7 ag,-4,12,2,15,32

51	Cc1cc(Cl)cc2c3c([nH]c12)CCC(NC(=O)C1CCCO1)C3 (stereo not given)
52	Cc1cc(C(=O)N2CCC2(C)C(=O)NS(=O)(=O)c2ccc(Br)cc2)nn1C (stereo not given)
53	O=C(CC1=CCCCC1)N1CCCC(Nc2ccc3c(c2)OCCO3)C1 (stereo not given)
54	CS(=O)(=O)c1ccc(Nc2nc(C(=O)NCc3ccncc3)cs2)cc1
55	CCN(NC(=O)CCS(=O)(=O)C1CCCC1)c1ccc(C)cc1

compound no.,51,52,53,54,55
hcGAS inh,-3,-4,-1,-8,-3
mcGAS inh,-1,·,·,·,·
NPYLR7 ag,28,4,7,10,9

56	CSc1ncc(CN2CCN(CC3CCCCC3)C(CCO)C2)cn1 (stereo not given)
57	CCC(C)N(CC(=O)N(CCc1ccc(OC)c(OC)c1)Cc1ccc(C)o1)C(=O)NC(C)(C)C (stereo not given)
58	CCCc1noc2nc(-c3ccco3)cc(C(=O)O)c12
59	COC(=O)CN1C(=O)CC1SC(c1ccccc1)(c1ccccc1)c1ccccc1 (stereo not given)
60	CN=C(N)SC

compound no.,56,57,58,59,60
hcGAS inh,-6,-4,3,-6,0
mcGAS inh,-11,-3,·,·,-6
NPYLR7 ag,6,-3,1,-4,-2

61	CCCCN1CC(c2nc3ccccc3n2CCCOc2ccccc2)CC1=O (stereo not given)
62	CS(=O)(=O)NCCS(=O)(=O)N1CCN(c2ccccc2)CC1
63	CC1(C(=O)NS(=O)(=O)c2ccc(Cl)cc2)CCN1C(=O)CCC1CCCC1 (stereo not given)
64	CC1Cc2ccccc2N1C(=O)CSc1nnc(-c2cccs2)o1 (stereo not given)
65	CCC1CN(C(=O)C2(C(=O)NC)CCC2)CCN1CCOC (stereo not given)

compound no.,61,62,63,64,65
hcGAS inh,-12,-3,-9,-1,-16
mcGAS inh,-3,-5,·,·,·
NPYLR7 ag,2,4,4,3,-1

66	CCCc1nc2ccccc2n1CC(=O)NCc1ccccc1F
67	O=C(c1n[nH]c2c1CCCC2)N(CC1CCN(C2CCCC2)CC1)CC1CCCO1 (stereo not given)
68	CN1CCN(c2nc3ccccc3nc2NS(=O)(=O)c2cc(Cl)ccc2Cl)CC1
69	Cc1cc(NC(=O)C2CCCN(C(=O)c3ccc(Cl)cc3)C2)no1 (stereo not given)
70	CCOC(=O)CC(C)SCc1cn2ccsc2n1 (stereo not given)

compound no.,66,67,68,69,70
hcGAS inh,-2,-3,-3,0,-14
mcGAS inh,·,·,·,·,·
NPYLR7 ag,2,12,0,-3,9

71	N#Cc1cccc(S(=O)(=O)N2CCN(c3nc4nccc(-c5cccc(C(F)(F)F)c5)n4n3)CC2)c1
72	Cc1cc(C)nc(SCc2cc(=O)c(OC(=O)c3ccc(OC(C)C)cc3)co2)n1
73	O=C(Cc1cccnc1)N1CCC(Cc2n[nH]c(=O)n2-c2ccccc2)CC1
74	O=c1[nH]c(O)c(C=Nc2nc3ccccc3nc2N2CCCC2)c(=O)[nH]1
75	COc1cccc(C(=O)NC(C(=O)N2CCCC2)C2CCN(C(=O)c3ccc(Cl)cc3)CC2)c1 (stereo not given)

compound no.,71,72,73,74,75
hcGAS inh,-2,-2,-6,-4,1
mcGAS inh,-6,-5,·,·,1
NPYLR7 ag,·,-14,7,10,-6

76	COc1cc(NCc2ncc[nH]2)ccc1Br
77	CCCCCN(CC(=O)OCc1ccccc1)CC(=O)N(CCc1ccccc1)Cc1ccc(C)o1
78	CCOC(=O)c1cnc(-c2ccncc2)nc1NCCc1cccc(OC)c1
79	O=C(Cc1nc2ccccc2[nH]1)c1cc(Cl)c(O)cc1O
80	O=C(CSc1nnc(NC(=O)c2ccc(N3C(=O)CCC3=O)cc2)s1)Nc1nccs1

compound no.,76,77,78,79,80
hcGAS inh,-6,-4,0,-8,-4
mcGAS inh,·,-8,-3,·,·
NPYLR7 ag,-1,22,11,0,-5

81	Cc1cc(C)n(Cc2cc(C(=O)N3CCN(c4ccccc4)C(=O)C3)n[nH]2)n1
82	COc1ccc2nc(-c3ccc(C)c(NC(=O)c4ccc5c(c4)OCO5)c3)cn2n1
83	Fc1ccc(-c2nnc(SCc3ccccc3C(F)(F)F)n2-c2ccccc2)cc1
84	CCOc1ccc(SCC(=O)N(C)C)cc1
85	CCC(C)N1C(=O)C(=Cc2c(N3CCCCC3)nc3ccccn3c2=O)SC1=S (stereo not given)

compound no.,81,82,83,84,85
hcGAS inh,-5,-6,0,-10,-8
mcGAS inh,·,-11,-5,-16,-8
NPYLR7 ag,3,-4,5,13,4

86	CC(NC1CC1)c1ccccc1F (stereo not given)
87	CS(=O)(=O)Nc1ccc(NS(=O)(=O)c2cccc(Cl)c2)cc1
88	Cc1ccc(-c2cccc(C(=O)N[C@H]3C[C@H]4C(=O)N(C)CC(=O)N4C3)c2)o1
89	CCn1cc(C(CC(=O)NCCCN2CCOCC2)c2ccc(F)cc2)c2ccccc21 (stereo not given)
90	Cc1cc(C(=O)N2CCN(CCCOC(c3ccc(Cl)cc3)c3ccc(Cl)cc3)CC2)no1

compound no.,86,87,88,89,90
hcGAS inh,-5,1,-10,0,-5
mcGAS inh,·,-8,·,2,-1
NPYLR7 ag,16,5,3,-1,14

91	CCOC(=O)c1c(C)[nH]c(C(=O)COC(=O)c2ccc(N3CCCCC3)c([N+](=O)[O-])c2)c1C
92	CCc1cc2c(=O)n(Cc3ccco3)c(SCC(=O)NC3CCCCC3)nc2s1
93	NC(=O)c1ccc(CSc2ncccc2C(=O)N2CCSCC2)cc1
94	O=C(c1ccc(F)cc1)C1CCN(CCn2c(=S)[nH]c3ccccc3c2=O)CC1
95	O=C1/C(=C/c2ccc([N+](=O)[O-])cc2)C=C(c2ccccc2)N1c1ccc(Cl)cc1Cl
96	COc1ccccc1CSc1nnc(-c2ccco2)n1-c1ccccc1C
97	COc1ccc(-c2nc3ccccn3c2NC(=O)CC(C)C)cc1

compound no.,91,92,93,94,95,96,97
hcGAS inh,-7,-2,-7,-1,-6,-4,-7
mcGAS inh,-3,-2,-14,·,-6,-6,-7
NPYLR7 ag,-4,-11,2,-5,-1,-6,-3
